Bioassay records as filed in PubChem.
KB-V1 cytotox = qHTS assay for MDR1-selective chemotherapeutics: Primary screen using the drug-selected MDR subline cells KB-V1; KB-V1 MDR cells viability, CellTiter-Glo, 72 h; Potency, µM (highest dose often 46.1 µM), for inactives: top-dose activity change, negative = cytotoxicity, actives largely listed as cytotoxic; hit rate 3.4% among 400,000; also: potency is read from the fitted curve at half-maximal effect; % is scaled to controls: 0 for no effect and ±100 for the full control effect; nearly all actives have a fitted effect of over 60% in size
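Readout: CellTiter-Glo luminescence, 10 min after addition. Cells: KB-V1 MDR subline, 72 h at 37 degrees C with compound. Analysis: corrected, normalized data fitted to concentration-effect curves.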
ATXN viability = Viability Counterscreen for Primary qHTS for Inhibitors of ATXN expression; S2 cells (HEK-293 line with an ATXN2-luciferase reporter) viability, CellTiter-Fluor protease fluorescence, 24 h; Potency, µM (top dose mostly 56.7 µM), usual class: cytotoxic; hit rate 0.49% among 400,000; AID 651635, 2014; also: potency is read from the fitted curve at half-maximal effect; nearly all actives have a fitted effect of over 40% in size
IL-1B inflam inh = qHTS for Inhibitors of Inflammasome Signaling: IL-1-beta AlphaLISA Primary Screen | AID 743279, 2014 | THP-1 LPS/ATP IL-1B secretion, AlphaLISA, 16 h; active compounds read low | hit rate 4.7% among 360,000 | activity change, % at 57.5 µM; in the data active = activity change below about -50%; inconclusive = mostly about -30% to -49%; also: % is scaled to controls: 0 for no effect and ±100 for the full control effect
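Secreted IL-1B measured by AlphaLISA bead assay after 16 h compound exposure of THP-1 cells; compounds (final up to 57.5 uM) added 1 h before LPS (250 ng/mL) and ATP (1.25 mM) stimulation; lower signal means less secretion.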
HT1080-NT tox = qHTS for induction of synthetic lethality in tumor cells producing 2HG: qHTS for the HT-1080-NT fibrosarcoma cell line. HT-1080-NT fibrosarcoma viability, CellTiter-Glo ATP luminescence, 48 h. Potency, µM (titrated, usually from 46.1 µM), for the others: at the top dose activity, negative = less viability, actives largely listed as cytotoxic. hit rate 1.6% among 360,000;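 also: NT is the 2HG producing partner of a matched IDH1 knockdown line; potency is read from the fitted curve at half-maximal effect; 0% = DMSO-treated cells and -100% = media-only wells without cells; nearly all actives have a fitted effect of over 55% in size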
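Toxicity toward the 2HG-producing NT line was scored as %Activity, normalised to DMSO and no-cell wells, from CellTiter-Glo luminescence after 48 hours' treatment.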
HT1080 IDH1KD tx = qHTS for induction of synthetic lethality in tumor cells producing 2HG: qHTS for the HT-1080-IDH1KD cell line; hit rate 2% among 360,000; Potency, µM (series often up to 46.1 µM), for inactives: top-dose activity, negative = toxicity, usual class: cytotoxic; HT-1080 IDH1 knockdown viability, ATP luminescence, 48 h;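 also: potency is read from the fitted curve at half-maximal effect; 0% = DMSO wells and -100% = cell-free medium wells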
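HT-1080-IDH1KD cells (IDH1 knocked down), 750/well in RPMI with 5% FBS, treated with compound 48 h at 37 degrees C. Viability by CellTiter-Glo luminescence, normalised to DMSO and no-cell wells; concentration-response curves classed.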
ATXN2 expr inh = Primary qHTS for Inhibitors of ATXN expression | HEK-293 ATXN2-luciferase reporter, luminescence, 24 h | Potency, µM (top dose mostly 57 µM), for inactives: top-dose activity change, negative = inhibition, hits mostly inhibitors | hit rate 0.72% among 360,000 | AID 1745845, 2022; also: potency is read from the fitted curve at half-maximal effect; % is scaled to controls: 0 for no effect and ±100 for the full control effect; nearly all actives have a fitted effect of over 55% in size
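ATXN2-luciferase reporter cells (luciferase flanked by upstream and downstream ATXN2 gene portions) were treated 24 h at 37 °C with compounds at up to 57 uM. SteadyGlo luminescence gave expression; GF-AFC fluorescence gave viability.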
MCF10A rerep = A quantitative high throughput screen for small molecules that induce DNA re-replication in MCF 10a normal breast cells; MCF 10A DNA re-replication, Hoechst nuclear intensity, 48 h; Potency, µM (titrated, usually from 46.1 µM), inactives show at the highest dose activity, positive = re-replication, actives largely listed as activators; hit rate 2.9% among 350,000; also: potency is read from the fitted curve at half-maximal effect; % of control where 0% means no effect; nearly all actives have a fitted effect of over 50% in size
SW480 rerep = A quantitative high throughput screen for small molecules that induce DNA re-replication in SW480 colon adenocarcinoma cells; SW480 DNA re-replication, Hoechst DNA content imaging, 48 h; Potency, µM (series often up to 46.1 µM), for inactives: top-dose re-replication activation, usual class: activators; hit rate 1.8% among 340,000; AID 624297, 2012; also: potency is read from the fitted curve at half-maximal effect; % of control where 0% means no effect; nearly all actives have a fitted effect of over 55% in size
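Quantitative HTS format with DMSO vehicle controls; 48 hr drug incubation at 37 C, then 40 min Hoechst staining and scanning imager measurement at 405 nm excitation.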
KB-3-1 tox = qHTS assay for MDR1-selective chemotherapeutics: Primary screen using the parental adenocarcinoma cell KB-3-1; AID 1347075, 2019; Potency, µM (doses to about 46.1 µM), inactives show at the top dose activity change, negative = cytotoxic, most hits filed as cytotoxic; KB-3-1 viability, CellTiter-Glo ATP luminescence, 72 h; hit rate 1.4% among 400,000; also: potency is read from the fitted curve at half-maximal effect; % is scaled to controls: 0 for no effect and ±100 for the full control effect; nearly all actives have a fitted effect of over 60% in size
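Cytotoxicity in the drug-sensitive parental line KB-3-1 was scored as loss of CellTiter-Glo luminescence following 72 h incubation with compound. Values come from curve fitting of normalized concentration-response data.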
* marks the source's active call; other numbers are inactive results; i = inactive; ? = inconclusive; . = not tested or not shown; [ ] = dose if it differs, or a comment. Unless noted, calls follow the shape of the dose curve; as a rule, active = well fitted curve in the direction sought with a large enough effect; inconclusive = small, poorly fitted or top-dose-only effect, or another doubt; inactive = no such curve, though single readings can be large; an effect the other way counts as inactive or inconclusive. Rows were taken by chance; overall some 11% were active at least once.

Results follow in this order: KB-V1 cytotox	ATXN viability	IL-1B inflam inh	HT1080-NT tox	HT1080 IDH1KD tx	ATXN2 expr inh	MCF10A rerep	SW480 rerep	KB-3-1 tox
COc1ccc(-c2[nH]ncc2CN2CCN(C3CCCCC3)C(=O)C2)cc1F
  0%	i	?	-8%	2%	-6%	29%	-1%	6%
Cc1cc(=O)[nH]c(NN=Cc2c(Cl)cccc2Cl)n1
  ?	?	-29	16%	13%	-6%	4%	-1%	20%
COc1cccc(-c2cc3nc(C)c(C)c(N4CCN(C(=O)c5ccoc5)CC4)n3n2)c1
  -21%	i	1	0%	9%	-13%	.	.	1%
COc1cccc(/C=N/n2nnnc2N)c1
  -4%	.	-13	1%	-1%	14%	-6%	-2%	-14%
COc1ccc2c(C)cc(=O)oc2c1
  12%	i	-19	27%	5%	10%	-3%	?	0%
CCOC(=O)c1[nH]c2ccccc2c1NC(=O)c1ccc(S(=O)(=O)N2CCOCC2)cc1
  0%	i	-7	-7%	-11%	2%	-1%	-9%	11%
Cc1ccc(Cc2cc(C)n[nH]c2=O)cc1
  11%	?	13	11%	17%	-7%	2%	-4%	1%
CCN1CCN(C2=C(NS(=O)(=O)c3ccc(C)cc3)C(=O)c3ccccc3C2=O)CC1
  ?	?	30	?	?	?	12%	21µM*	?
COc1ccc(CN2CCN(C(=O)c3ccco3)CC2)cc1
  ?	i	-14	4%	-3%	3%	3%	-5%	-5%
CC1(C(=O)NS(=O)(=O)c2cccc(C#N)c2)CCN1C(=O)c1ccc(C2CCCCC2)cc1 (stereo unspecified)
  -3%	i	51	2%	2%	9%	.	.	0%
CCOC(=O)c1c(C)[nH]c(C)c1C(=O)COC(=O)c1ccc(Cl)c(S(=O)(=O)NCc2ccccc2)c1
  -24%	?	78	18µM*	23µM*	-12%	?	18%	?
CC(C)(C)C(=O)NC(=O)Nc1ccccc1C(F)(F)F
  4%	i	-7	0%	-4%	11%	-2%	-6%[9.22 µM]	0%
CC(C)C(=O)NNc1ccccc1
  6%	i	18	?	-8%	-1%	4%	2%	0%
COc1cccc(CN(C)CC(=O)Nc2sc3c(c2C#N)CCC3)c1
  ?	i	4	1%	-14%	-9%	6%	4%	4%
CN(C(=O)Cn1cc(C(F)(F)F)cc(Cl)c1=O)C1CCS(=O)(=O)C1 (stereo unspecified)
  6%	i	4	8%	7%	1%	-1%	-10%	23%
O=C(NC1(C(F)(F)F)NC(=O)N(CCc2ccccc2)C1=O)c1ccc(Cl)cc1 (stereo unspecified)
  14%	?	.	.	.	?	.	.	2%
COc1ccc(C(CC(=O)c2ccccc2)CC(=O)c2ccccc2)cc1
  -4%	i	-22	0%	1%	-7%	11%	11%	0%
CCCn1c(SCC(=O)c2cc(C)n(-c3cc(C)on3)c2C)n[nH]c1=O
  ?	i	13	-3%	-7%	-2%	8%	0%	-11%
CC(C)(C)NC(=O)[C@]1(C)CCC[C@@]2(C)C3CC[C@@]4(C)C[C@]3(CCC21)CC4=O (stereo partly specified)
  5%	i	27	4%	1%	-12%	?	3%	4%
COC(=O)C(C)Sc1nc2c([nH]c3ccccc32)c(=O)n1C (stereo unspecified)
  ?	i	18	9%	3%	-2%	?	6%	12%

Results in IL-1B inflam inh, MCF10A rerep and SW480 rerep, for some of the entries so far:
SMILES	IL-1B inflam inh	MCF10A rerep	SW480 rerep
Cc1ccc(Cc2cc(C)n[nH]c2=O)cc1	13	2%	-4%
COc1ccc(CN2CCN(C(=O)c3ccco3)CC2)cc1	-14	3%	-5%

(list continues)
Results follow in this order: KB-V1 cytotox	ATXN viability	IL-1B inflam inh	HT1080-NT tox	HT1080 IDH1KD tx	ATXN2 expr inh	MCF10A rerep	SW480 rerep	KB-3-1 tox
NC(=O)C1CN(C(=O)c2nn(Cc3ccccc3)c(=O)c3ccccc23)c2ccccc2O1 (stereo unspecified)
  -30%	i	-6	-9%	?	-1%	2%	-1%	0%
Cc1ccc(C2C(=O)N(C3CCC(C)CC3)CC(=O)N2C2CCCC2)cc1 (stereo unspecified)
  -12%	i	0	-2%[9.24 µM]	-1%	-18%	?	0%	3%
CC(Oc1cc2oc(=O)c3c(c2cc1Cl)CCC3)C(=O)NCc1ccccn1 (stereo unspecified)
  ?	i	-21	8%	4%	17%	4%	-10%	-14%
COc1ccc(NC(=O)CN2C(=O)CC(c3ccco3)Sc3ccccc32)cc1OC (stereo unspecified)
  18µM*	i	.	.	.	-11%	.	.	-9%
CN(C)/C=C(/C(=O)c1ccc(Cl)c(Cl)c1)S(C)(=O)=O
  2%	i	-5	5%	1%	3%	0%	1%	-2%
CCCCOc1ccc(C(=O)N2CCN(CCc3ccncc3)CC2)cc1
  6%	i	.	.	.	-5%	.	.	-6%
CCN(CC(=O)Nc1c(F)cccc1F)C(=O)Cc1ccc(S(=O)(=O)N2CCOCC2)s1
  -4%	i	6	1%	-2%	7%	-1%	-3%	-3%
CCOc1ccccc1Cn1c(=O)sc2ccccc21
  ?	i	-8	0%	-11%	?	7%	?	9%
CCN1C(=O)C(CC(=O)Nc2ccc(F)cc2)N(Cc2ccc3c(c2)OCO3)C1=S (stereo unspecified)
  ?	i	-60*	?	-28%	-4%	7%	1%	?
Cc1noc(C)c1COc1ccc(C(=O)N2CC(C)CC(C)C2)cc1 (stereo unspecified)
  -1%	i	-18	-6%	-1%	-27%	-1%	-2%	-1%
CC1C/C(=N\NC(=O)c2cccnc2)CC(C)(C)C1 (stereo unspecified)
  -9%	i	15	-5%	3%	-12%	-1%	-4%	-1%
CC(C)(C)c1ccc(-n2ncc3c2CCCC3NC(=O)CN2CCCCC2=O)cc1 (stereo unspecified)
  -23%	i	12	?	?	-19%	-4%	4%	0%
CCOC(=O)c1ccc(NC(=O)CN2C(=O)C3C4C=CC(C4)C3C2=O)cc1 (stereo unspecified)
  14%	i	-3	1%	-9%	12%	-3%	2%	0%
CC1(C)Cc2c(sc3c2C2=NCCN2C=N3)CS1
  -6%	i	1	-3%	1%	-13%	?	4%	0%
COc1ccc(C(=O)NCCCOc2cccnc2)cc1OC1CCN(C(C)=O)CC1
  0%	i	0	?	-17%	11%	-1%	24%	11%
O=C(CSc1nc2ccccc2c(=O)n1-c1ccccc1F)N1CCOCC1
  6%	i	-3	2%	12%	5%	-3%	-3%	7%
Cc1ccc(S(=O)(=O)N(C)c2ccc(OC(=O)COc3ccccc3)cc2)cc1
  ?	i	-12	-3%	-5%	-15%	0%	-2%	-17%
CC(C)(C)c1ccc(C(=O)N2CCN(CCNC(=O)C(=O)Nc3ccc(F)cc3)CC2)cc1
  .	i	0	2%	-14%	-6%	?	-1%	.
CC(OC(=O)C1CC1C)C(=O)Nc1ccc(Cl)cn1 (stereo unspecified)
  -3%	i	-9	-6%	-10%	8%	1%	-3%	0%
CC(=O)Nc1ccc(NS(=O)(=O)c2ccc(C)cc2)c([N+](=O)[O-])c1
  -7%	i	-28	-3%	-2%	-17%	-37%[inhibitor]	-62%[inhibitor]	-13%
CCOC(=O)c1ccccc1NC(=O)c1sc2ccccc2c1Cl
  19%	i	.	.	.	9%	.	.	10%
O=C(CN1C(=O)NC2(CCOc3ccccc32)C1=O)c1cccs1 (stereo unspecified)
  -25%	i	15	-13%	-15%	5%	21%	8%	-7%
O=C(COC(=O)C12CC3CC(CC(C3)C1)C2)NC12CC3CC(CC(C3)C1)C2
  21%	i	15	1%	5%	15%	6%	6%	8%
NC(=O)CC(NC(=O)c1ccc(Br)cc1)c1ccc(N2CCC(Br)CC2)c([N+](=O)[O-])c1 (stereo unspecified)
  -7%	i	-26	-12%	-14%	?	?	24%	?
COc1ccc(-c2cc(-c3nnc(COC(=O)CC4CC5CCC4C5)o3)c3ccccc3n2)cc1OC (stereo unspecified)
  9.2µM*	i	0	-10%	-11%	-13%	?	2.6µM*	?
O=C(C1CC(=O)N(c2ccccc2F)C1)N1CCOCC1 (stereo unspecified)
  1%	?	-7	5%	0%	.	0%	-10%	2%
CC(=O)OC1C(N2CCCCC2)c2c(ccc(/C=C/C(=O)N3CCCCC3)c2O)OC1(C)C (stereo unspecified)
  -23%	i	8	19%	5%	4%	-9%	2%	17%
C=CC(=O)Nc1ccc(CN2C(=O)N(c3c(Cl)c(OC)cc(OC)c3Cl)Cc3cnc(NCCCCN(CC)CC)nc32)cc1
  -26%	11µM*	-67*	23µM*	15µM*	?	?	?	12µM*
Cc1cc(C)c(C(=O)COC(=O)C2CCN(c3ccc(C(F)(F)F)cn3)CC2)cc1C
  12%	i	19	12%	0%	5%	7%	-1%	?
COc1cc(OC)cc(C2=NC3(CCC(C)CC3)NC2=S)c1 (stereo unspecified)
  -1%	?	-20	3%	-2%	9%	?	-4%	5%
C/C(CC(=O)Nc1c(Cl)cccc1C(F)(F)F)=N\NC(=O)c1cnccn1
  3%	i	-1	-13%	-1%	-8%	17%	1%	0%
CC(=O)NC(CCS(C)(=O)=O)C(=O)Nc1cccc(C)c1C (stereo unspecified)
  10%	i	18	11%	8%	16%	-2%	-9%	13%
CCOc1ccc(NS(=O)(=O)c2ccc3[nH]cc(C(=O)N(C)Cc4ccccc4)c(=O)c3c2)cc1
  11%	i	.	.	.	14%	.	.	0%
O=C(COC(=O)CCCCCN=C1NS(=O)(=O)c2ccccc21)Nc1ccc(Cl)c(Cl)c1
  1%	i	-22	-4%	3%	.	3%	0%	-1%
